VP16 counter: inhibits Gal4-VP16 luciferase reporter, ROR gamma counter-screen. actives 3.5% (n = 310,000). Drosophila S2 Gal4-VP16 UAS-luciferase, luminescence, 20 h. AID 2546. Potency, µM (top dose mostly 53.6 µM), for inactives: at the highest dose activity, negative = inhibition, most hits filed as inhibitors;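 note: Gal4-VP16 expression switched on by copper sulfate through the metallothionein promoter; % is set by controls: 0 for no effect and ±100 for the full control effect; nearly all actives have a fitted effect of over 50% in size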
NPC1 promoter act: NPC1 promoter activation | actives 2.4% (n = 320,000) | Potency, µM (top dose mostly 9.22 µM), inactives show top-dose activation, most hits filed as activators | Huh7 NPC1 promoter luciferase reporter, 24 h;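 note: % of control where 0% means no effect; nearly all actives have a fitted effect of over 60% in size; reporter is driven by a mutant NPC1 promoter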
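Compounds in DMSO were transferred onto Huh7 NPC1-luciferase reporter cells pre-incubated 2 h; after 24 h at 37 °C, Amplite reagent was dispensed and luminescence recorded 10 min later.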
MBNL1 CUG block: MBNL1-poly(CUG) RNA binding inhibition; Q9NR56; TR-FRET MBNL1-His/biotin-(CUG)12 binding, 665/545 ratio; Potency, µM (doses to about 57.5 µM), for the others: at the highest dose activity change, negative = inhibition, usual class: inhibitors; actives 0.036% (n = 280,000); active = well fitted inhibition curve with a large enough effect in the signal ratio, with a control signal flat, not every such curve was filed as active; inconclusive = small, poorly fitted or top-dose-only effect, or effect the other way, or a change in a side signal; inactive = no such curve, though single readings can be large or run the other way; the % refers to the signal ratio; note: % is set by controls: 0 for no effect and ±100 for the full control effect
Target sequence (Q9NR56 whole entry, looked up): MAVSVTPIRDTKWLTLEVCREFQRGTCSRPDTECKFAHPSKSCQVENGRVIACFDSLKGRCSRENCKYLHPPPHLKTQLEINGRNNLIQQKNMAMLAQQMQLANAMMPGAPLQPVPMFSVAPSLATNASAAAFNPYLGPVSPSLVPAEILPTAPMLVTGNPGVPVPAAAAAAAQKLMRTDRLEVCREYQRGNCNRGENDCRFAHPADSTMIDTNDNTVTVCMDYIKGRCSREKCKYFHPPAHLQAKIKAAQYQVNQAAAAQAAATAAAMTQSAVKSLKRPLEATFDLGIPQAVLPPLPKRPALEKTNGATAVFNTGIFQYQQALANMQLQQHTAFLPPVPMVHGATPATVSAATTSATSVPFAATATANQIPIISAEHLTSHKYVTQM
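Compound titration spanned 92 nM–58 uM against the MBNL1-His/biotin-(CUG)12 complex. After 60 min at room temperature with 5 nM streptavidin-XL665 and 0.055 ng/ul terbium anti-His, ratiometric 665/545 nm emission (Ex 340 nm) normalized to controls.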
FLuc modulator: firefly luciferase modulation, counter-screen for miR-21 project | AID 588342 | purified FLuc, Km substrates, luminescence inhibition | Potency, µM (series often up to 57.5 µM), for the others: at the top dose activity change, negative = inhibition, hits mostly inhibitors | P08659 | actives 6.9% (n = 360,000);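 note: plate controls were vehicle for no effect and reference inhibitor for full effect; nearly all actives have a fitted effect of over 55% in size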
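Purified P. pyralis luciferase, 10 nM final, with Km-level 10 uM D-luciferin and 10 uM ATP in 50 mM Tris acetate pH 7.5, 10 mM Mg acetate, 0.01% Tween-20, 0.05% BSA; 6-point qHTS titration about 60 µM downward; luminescence read.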
Rab9 prom act: activators of Rab9 promoter; Potency, µM (doses to about 9.22 µM), for the others: at the top dose activation, negative = inhibition, usual class: activators; Huh7 Rab9 promoter-luciferase reporter, luminescence, 24 h; actives 2.8% (n = 320,000); note: % of control where 0% means no effect; nearly all actives have a fitted effect of over 60% in size
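Huh7 cells stably carrying Rab9 promoter–luciferase reporter, plated 1500 cells/well, compound added after 2 h and incubated 24 h at 37 °C; luciferase luminescence then read after 10 min with detection reagent.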
uPA surface inh: cell surface uPA generation inhibition. actives 0.31% (n = 330,000). Potency, µM (highest dose often 38.3 µM), for inactives: at the top dose activity change, negative = inhibition, usual class: inhibitors. cell surface uPA generation assay, qHTS; active = well fitted inhibition curve with a large enough effect; inconclusive = small, poorly fitted or top-dose-only effect; inactive = no such curve, though single readings can be large or run the other way; tested in mouse RAW 264.7 cells; note: % is set by controls: 0 for no effect and ±100 for the full control effect; nearly all actives have a fitted effect of over 55% in size
CXXC DNA block: blocks binding of human MLL CXXC domain to DNA; MLL-CXXC / FITC-HOXA9 DNA fluorescence polarization; Potency, µM (titrated, usually from 115 µM), without a hit: top-dose activity change, negative = inhibition, usual class: inhibitors; actives 0.037% (n = 290,000); active = well fitted inhibition curve with a large enough effect in the polarisation, with a control signal flat, not every such curve was filed as active; inconclusive = small, poorly fitted or top-dose-only effect, or effect the other way, or a change in a side signal; inactive = no such curve, though single readings can be large or run the other way; the % refers to the polarisation
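Steps: dispense CXXC domain solution (7 uM) → pin compounds or unlabeled HOX-A9 DNA control → 5 min ambient → add FLSN-HOX-A9 solution (50 nM) → spin → 30 min ambient → fluorescence polarization. Tris pH 7.5/NaCl/DTT/BSA buffer.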
RORgamma inh: inhibitors of mouse ROR gamma transcriptional activity; Drosophila S2 Gal4-RORgamma UAS-luciferase reporter, 20 h; Potency, µM (highest dose often 53.6 µM), for the others: at the top dose activity change, negative = inhibition, hits mostly inhibitors; actives 5.4% (n = 310,000); note: % is set by controls: 0 for no effect and ±100 for the full control effect; nearly all actives have a fitted effect of over 60% in size
Target sequence (P51450 whole entry, looked up, the tested form may be a part): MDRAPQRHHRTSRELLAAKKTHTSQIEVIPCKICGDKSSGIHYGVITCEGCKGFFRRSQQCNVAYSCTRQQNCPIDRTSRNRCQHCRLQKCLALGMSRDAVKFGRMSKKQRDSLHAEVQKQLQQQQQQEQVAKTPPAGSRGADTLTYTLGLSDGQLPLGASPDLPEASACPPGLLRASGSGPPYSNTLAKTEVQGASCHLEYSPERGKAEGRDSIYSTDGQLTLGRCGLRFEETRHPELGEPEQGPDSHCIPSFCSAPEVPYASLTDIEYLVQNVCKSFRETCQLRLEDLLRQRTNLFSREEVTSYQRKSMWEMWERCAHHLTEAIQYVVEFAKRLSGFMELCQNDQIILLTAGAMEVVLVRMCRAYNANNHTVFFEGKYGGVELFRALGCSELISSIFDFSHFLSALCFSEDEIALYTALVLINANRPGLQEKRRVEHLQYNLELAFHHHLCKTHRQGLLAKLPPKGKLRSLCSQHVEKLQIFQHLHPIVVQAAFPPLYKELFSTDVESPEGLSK
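In this cell-based reporter format, copper sulfate (700 uM final) drives Gal4–ROR gamma fusion expression from a metallothionein promoter in Drosophila Schneider cells; compounds preincubated 1 hr, reporter read after 20 hr at ambient temperature.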
BRCA1 expr act: increases BRCA1 expression | MCF7-BRCA1-FFLuc reporter, luminescence, 48 h; response scale: scaled: vehicle 0%, 10 µM genistein 100% | Potency, µM (doses to about 46.1 µM), for inactives: top-dose activation, usual class: activators | actives 1.1% (n = 380,000) | AID 624202; note: nearly all actives have a fitted effect of over 80% in size; some results filed as inactive show a strong effect at the top dose
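MCF7-BRCA1-FFLuc, 2000 cells/well; 2 h attach, 37 °C/5% CO2; compound 48 h; luciferase substrate 15 min; luminescence end-point. Norm. to genistein 10 microM max activation and DMSO; concentration-response curves fitted.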
p53 reactivator: mutant p53 re-activation in reporter cells; Potency, µM (titrated, usually from 92.2 µM), inactives show at the top dose activity change, positive = activation, most hits filed as activators; actives 0.063% (n = 320,000); H1299 p53-A138V BP100-luciferase reporter, luminescence, 24 h; note: % of control where 0% means no effect; nearly all actives have a fitted effect of over 45% in size
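H1299 (p53-null), stable ts p53-A138V + BP100-Luc; 1000 cells/well, Opti-MEM/10% FBS; cpd 4 pt, 1:5; 24 h, 37 deg C, 5% CO2; detection reagent 10 min RT; luminescence.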
ELG1 genotoxic: genotoxicity induction in ELG1-luciferase HEK293T cells; HEK293T ELG1-luciferase reporter, luminescence, 16 h; Potency, µM (series often up to 46 µM), for the others: at the highest dose activity change, positive = activation, actives largely listed as activators; actives 1.3% (n = 330,000); AID 504466; note: % of control where 0% means no effect; nearly all actives have a fitted effect of over 60% in size
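ELG1-luciferase HEK293T cells, 2,000/well; compound pinned in; 16 hr, 37 °C, 5% CO2; ONE-Glo, 30 min RT; luminescence on CCD imager.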
Numbers without * were called inactive; ? = inconclusive; . = not tested or not shown; & = joins results of further samples; [ ] = dose if it differs, or a comment. Unless noted, calls come from the whole dose curve; as a rule, active = well fitted curve in the direction sought with a large enough effect; inconclusive = small, poorly fitted or top-dose-only effect, or another doubt; inactive = no such curve, though single readings can be large; an effect the other way counts as inactive or inconclusive. Potency is the fitted concentration of half-maximal effect. The list is partial. The share of hits here may be higher or lower than overall.

Sample of the layout:
molecule	VP16 counter	NPC1 promoter act	MBNL1 CUG block	FLuc modulator	Rab9 prom act	uPA surface inh	CXXC DNA block	RORgamma inh	BRCA1 expr act	p53 reactivator	ELG1 genotoxic
COc1ccccc1N(CC(N)=O)S(=O)(=O)c1ccc(C)cc1	1%	-2%	-8%	1%	-6%	6%	-1%	-15%	-7%	17%	0%
C=CCn1c(SCC(=O)Nc2ccc(C(=O)OC(C)C)cc2)nnc1-c1cccs1	-3%	-4%	25%	1%	-4%	0%	3%	22%	-8%	-5%	-4%
CCN(CC)S(=O)(=O)c1ccc(OC)c(NC(=O)C(Cc2ccccc2)N2C(=O)c3ccccc3C2=O)c1 (configuration not stated)	8%	-1%	-17%	-1%	4%	.	2%	1%	.	-7%	0%
Cn1c(SCC(=O)NNC(=O)c2ccc(Br)cc2)nnc1-c1cccnc1	-1%	-1%	-6%	-16%	0%	39%[activator]	-1%	24%	-1%	-2%	0%
Cc1ccc(NC(=S)c2ccncc2)c(C)c1	-7%	-1%	4%	0%	-5%	?	0%	?	-5%	7%	-5%

Results, repeating the preview:
molecule	VP16 counter	NPC1 promoter act	MBNL1 CUG block	FLuc modulator	Rab9 prom act	uPA surface inh	CXXC DNA block	RORgamma inh	BRCA1 expr act	p53 reactivator	ELG1 genotoxic
COc1ccccc1N(CC(N)=O)S(=O)(=O)c1ccc(C)cc1	1%	-2%	-8%	1%	-6%	6%	-1%	-15%	-7%	17%	0%
C=CCn1c(SCC(=O)Nc2ccc(C(=O)OC(C)C)cc2)nnc1-c1cccs1	-3%	-4%	25%	1%	-4%	0%	3%	22%	-8%	-5%	-4%
CCN(CC)S(=O)(=O)c1ccc(OC)c(NC(=O)C(Cc2ccccc2)N2C(=O)c3ccccc3C2=O)c1 (configuration not stated)	8%	-1%	-17%	-1%	4%	.	2%	1%	.	-7%	0%
Cn1c(SCC(=O)NNC(=O)c2ccc(Br)cc2)nnc1-c1cccnc1	-1%	-1%	-6%	-16%	0%	39%[activator]	-1%	24%	-1%	-2%	0%
Cc1ccc(NC(=S)c2ccncc2)c(C)c1	-7%	-1%	4%	0%	-5%	?	0%	?	-5%	7%	-5%
COCCCNC(=O)Cn1cnc2sc(C)c(S(=O)(=O)N3CCN(c4ccccc4OC)CC3)c2c1=O	0%	0%	1%	2%&2%	-5%	4%	28%	26%	-18%	6%	-7%
CCOc1ccc2nc(SC(C)C(N)=O)[nH]c2c1 (configuration not stated)	5%	4%	-6%	?	10%	0%	1%	5%	31%	12%	7%
CCc1ccc(Nc2oc(C)cc(=O)c2C(C)=O)cc1	3%	23%	1%	19µM*	16%	0%	-4%	10%	0%	?	15%
O=C(COc1ccccc1)NC1=NCCS1	11%	-5%	2%	7.6µM*	-2%	7%	1%	-20%	?	20%	15µM*
COc1ccc(NC(=O)c2cc(-c3ccccc3)nc3c2cnn3C(C)C)cc1	.	0%	.	.	3%	8.9µM*	.	.	9%	6%	1%
COC(=O)c1c(O)c2ccccc2[nH]c1=O	5%	-1%	3%	3%	-2%	2%	0%	?	2%	-1%	1%
CC(=O)Nc1nc(-c2ccccc2)nc(-c2ccccc2OC(C)=O)n1	-25%	13%	4%	-13%	8%	-3%	-13%	-3%	-59%	10%	4%
CCN(CC)c1ccc(C2Nc3cccc4cccc(c34)N2)c(O)c1	-2%	?	16%	17µM*	?	.	17%	-24%	-40%	25%	10%
COc1ccccc1N1CCN(C2CC(=O)N(c3ccc(F)cc3)C2=O)CC1 (configuration not stated)	8%	-5%	-1%	0%	-6%	17%	1%	-4%	-4%	.	2%
CC12CC3CC(C)(C1)CC(C(=O)N1CCCC1)(C3)C2	-3%	-1%	-14%	1%	5%	2%	-2%	-18%	2%	-25%	5%
COc1ccc(-c2nc(CN3CCC(C(=O)N4CCOCC4)CC3)c(C)o2)cc1C	?	3%	-9%	-14%	1%	0%	-11%	19%	-12%	0%	1%
CC(=O)OC[C@H]1O[C@@H](O/N=C/C[C@@H]2C=C[C@H](OC(C)=O)[C@@H](COC(C)=O)O2)[C@H](OC(C)=O)[C@@H](OC(C)=O)[C@@H]1OC(C)=O	3%	-2%	-18%	4%	-4%	.	8%	10%	.	2%	2%
CN1CCN(C(=O)c2cc(Cl)cc(Cl)c2)CC1	-3%	0%	8%	4%	2%	-3%	-2%	-11%	1%	.	0%
COc1cccc(CN2CC(C(=O)NCCC3=CCCCC3)CCC2=O)c1 (configuration not stated)	-8%	2%	-1%	-6%	7%	-14%	5%	2%	3%	22%	0%[9.26 µM]
COc1ccc(OCCSc2nnc(CC(=O)Nc3cccc(Cl)c3Cl)n2C)cc1	15%	12%	-2%	-13%	25%	4%	34%[activator]	27%	0%	21%	4%
Cc1nccn1-c1c2c(c(C#N)c3nc4ccccc4n13)CCC2	9%	0%	?	0%	7%	-4%	-3%	-13%	1%	0%	-3%
CCCOC(c1ccccc1)(c1ccccc1)C(Oc1nc(C)cc(C)n1)C(=O)O (configuration not stated)	.	0%	-11%	5%	-1%	-11%	5%	.	-21%	.	-5%
Cc1ccc(-c2nn(-c3ccccc3)cc2C(=O)Nc2cccc(S(=O)(=O)N3CCOCC3)c2)cc1	-6%	-5%	-8%	-3%	-5%	3%	0%	21%	-20%	13%	2%
Cc1ccc(CS(=O)(=O)CCC(=O)NC2CC2)cc1	-2%	1%	4%	3%	-5%	.	1%	-13%	6%	-9%	-1%
C=C(Br)Cn1cnc2ccccc21	-1%	-2%	-2%	-6%	1%	-1%	-1%	-27%	6%	1%	-6%

Going on with the list.
molecule	VP16 counter	NPC1 promoter act	MBNL1 CUG block	FLuc modulator	Rab9 prom act	uPA surface inh	CXXC DNA block	RORgamma inh	BRCA1 expr act	p53 reactivator	ELG1 genotoxic
CC(=O)CC(C)(C)NC(C)=S	0%	-1%	-9%	-1%	-2%	2%	-6%	-5%	1%	-3%	-1%
CS(=O)(=O)c1cccc(C(=O)Nc2ccc3c(c2)OCCCO3)c1	10%	?	-2%	15µM*	3.5µM*	-3%	0%	-3%	?	?	?
O=C(c1ccccc1)c1ccc(C(=O)N2CCOCC2)cc1	1%	1%	-5%	3%	5%	-1%	-4%	0%[10 µM]	-4%	4%	2%
Nc1[nH]c(=O)[nH]c(=O)c1N=Nc1cccc(Cl)c1	-6%	2%	?	-19%	-14%	-2%	1%	-1%	1%	-2%	4%
CC(=O)Nc1ccc(S(=O)(=O)N2CCN(C(=O)Cc3ccccc3)CC2)cc1	-5%	-2%	-8%	16%	-5%	3%	-2%	-16%	-9%	0%	0%
COc1ccc(C(C(=O)NC2CCCCC2)N(Cc2ccco2)C(=O)c2snc(C(N)=O)c2N)cc1 (configuration not stated)	20%	-2%	14%	0%	-3%	6%	7%	11%	-69%	-5%	-12%
O=C(Nc1cc(-c2ccccc2)sc1C(=O)O)c1cccc(F)c1	-3%	10%	?	-19%	6%	4%	8%	?	-41%	20%	-1%
CCC(NC(=O)CSc1nnnn1C1CC1)c1ccc(Br)cc1 (configuration not stated)	.	-2%	.	9%	-5%	11%	.	.	-20%	5%	3%
Nc1c(S(=O)(=O)O)cc(Nc2ccc(Nc3nc(Cl)nc(Nc4ccc(S(=O)(=O)O)cc4)n3)c(S(=O)(=O)O)c2)c2c1C(=O)c1ccccc1C2=O	.	-7%[46.1 µM]	?	.	-4%[46.1 µM]	.	10µM*	.	-10%	.	.
O=C(c1ccco1)N1CCN(c2ncnc3c2[nH]c2ccc(Br)cc23)CC1	?	-1%	10%	?	-8%	-14%	1%	-5%	-53%	-13%	-17%
O=C(Cn1c(C2CC2)nc2ccccc2c1=O)Nc1ccc(Br)cc1	0%	2%	0%	-1%	15%	3%	22%	33%	-1%	14%	?
COc1ccc(NC2c3ccccc3C(=O)N2Cc2ccco2)cc1OC (configuration not stated)	-2%	0%	?	-1%	2%	1%	4%	29%	-11%	1%	3%
Cc1ccc(C(=O)CCC(=O)OCC(=O)Nc2ccc3[nH]c(=O)[nH]c3c2)cc1	.	7%	.	?	-1%	1%	.	.	1%	0%	-5%
O=C(Oc1ccc(-c2nnco2)cc1)c1ccc(Br)o1	-2%	1%	-6%	?	2%	-4%	118%[activator]	-4%	4%	8%	10%

Screens: PubChem BioAssay, National Center for Advancing Translational Sciences (NCATS)
